# Source: PubChem
# KLF5 inh: KLF5 expression inhibitors, primary screen, DLD-1 cells, luminescence | DLD-1 KLF5 promoter-luciferase reporter | 290,000 compounds, 0.23% hits | inhibition, % at 5 µM;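 active = inhibition above a per-plate limit of that plate's mean compound inhibition plus 3 SD, cut at about 60% in these data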;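 note: 0% = DMSO wells and 100% = LY294002 at 200 µM; higher means less KLF5 promoter-driven luciferase light; inactives centre near -14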
# GSK3 alpha inh: blockers of GSK3A enzyme activity – biochemical, luminescence, cell-free homogeneous, HTS, primary screen; inhibition, % at 10 µM; GSK-3 alpha kinase, ADP-Glo luminescence, 60 min; AID 2650, 2010; Glycogen synthase kinase-3 alpha (Homo sapiens), P49840; 320,000 compounds, 0.1% hits;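 in the data active = inhibition above about 50%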;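 note: GST-tagged GSK-3 alpha with peptide substrate and 25 µM ATP; 0% = DMSO neutral wells and 100% = GW8510 positive control wells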
# Target sequence (P49840 whole entry, looked up): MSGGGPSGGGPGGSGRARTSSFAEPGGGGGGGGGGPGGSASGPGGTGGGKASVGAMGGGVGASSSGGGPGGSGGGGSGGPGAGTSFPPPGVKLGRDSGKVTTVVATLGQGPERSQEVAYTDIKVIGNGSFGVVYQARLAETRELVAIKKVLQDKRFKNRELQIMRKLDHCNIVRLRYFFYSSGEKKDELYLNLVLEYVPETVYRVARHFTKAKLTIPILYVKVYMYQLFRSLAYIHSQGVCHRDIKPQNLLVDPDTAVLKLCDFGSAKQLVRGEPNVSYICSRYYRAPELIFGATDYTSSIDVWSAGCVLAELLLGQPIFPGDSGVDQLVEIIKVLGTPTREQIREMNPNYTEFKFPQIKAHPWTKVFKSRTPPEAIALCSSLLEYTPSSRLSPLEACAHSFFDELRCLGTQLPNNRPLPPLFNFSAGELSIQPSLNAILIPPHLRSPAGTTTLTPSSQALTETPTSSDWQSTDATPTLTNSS
# PolyA inhibitor: polyadenylation inhibitors in yeast reporter cells, primary screen, luminescence, S. cerevisiae | 300,000 compounds, 0.02% hits | S. cerevisiae SKY197-pL101 polyadenylation reporter, beta-gal luminescence; efflux-impaired pdr1/pdr3 knockout yeast; score 100 = 6 SD above DMSO | calls only at 12 µM | AID 1875, 2009;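 active = lowest replicate activity score at least 50, where 100 means six control SD above control mean; inconclusive = lowest score under 50 but half or more replicates reach 50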;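 note: yeast exposed to compound for 9 h at 30 °C; higher score means more reporter readthrough which indicates perturbed polyadenylation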
# aSyn UTR inh: MLPCN primary screen, SNCA 5' untranslated region; 300,000 compounds, 0.82% hits; inhibition, % (tested at 7.5 µM); AID 1813, 2009; alpha-synuclein 5'UTR reporter, inhibitor activity; in the data active = inhibition above about 60%; inconclusive = no clear call, values can overlap the other calls;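 note: H4 neuroglioblastoma cells stably carrying SNCA 5'UTR luciferase fusion; 0% = DMSO wells and 100% = positive control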
# HSP90 inh: HSP90 inhibitors, primary screen, cell lysate, luminescence. inhibition, % at 5.6 µM. Rabbit reticulocyte lysate, luciferase refolding luminescence, 3 h. Heat shock protein HSP 90 (rabbit reticulocyte lysate; luciferase refolding). 290,000 compounds, 0.91% hits. AID 1789, 2009;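 active = inhibition above the screen-wide mean plus 3 SD, computed separately per campaign, cut at about 16% in these data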;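 note: 0% = DMSO wells and 100% = 60 µM geldanamycin wells; inhibitors lower the luminescence because luciferase stays unfolded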
# AI-2 QS mod: Vibrio harveyi AI-2 quorum sensing modulators, primary screen, JMH597 strain, luminescence/OD600 ratio; Vibrio harveyi JMH597 AI-2 luminescence/OD600 ratio, 9 h; hits give low values; strain lacks LuxN and CqsS sensors; 0 = neutral-control median; activity change, % at 7.5 µM; 300,000 compounds, 0.4% hits; AID 2094, 2009; in the data active = activity change below about -75%, passing the limit was not always enough; inconclusive = no clear call, values can overlap the other calls;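 note: luminescence divided by OD600 gain over 9 h not by final OD600 alone; inactives centre near 13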
# GSK3beta inhib: human GSK3beta kinase inhibitors, primary screen, biochemical, cell-free homogeneous, HTS | 300,000 compounds, 0.038% hits | Glycogen synthase kinase-3 beta (Homo sapiens), P49841 | activity score (negative = inhibition), % at 10 µM | GST-GSK3beta kinase, ADP-Glo luminescence, 60 min; hits give low values | AID 2097, 2009;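 active = more than half of replicate wells score below -50%, meaning over 50% inhibition versus plate controls; inconclusive = some replicates but at most half score below -50%; inactive = no replicate scores below -50%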;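 note: 0% = median DMSO wells and -100% = median GW8510 positive control wells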
# Target sequence (P49841 whole entry, looked up): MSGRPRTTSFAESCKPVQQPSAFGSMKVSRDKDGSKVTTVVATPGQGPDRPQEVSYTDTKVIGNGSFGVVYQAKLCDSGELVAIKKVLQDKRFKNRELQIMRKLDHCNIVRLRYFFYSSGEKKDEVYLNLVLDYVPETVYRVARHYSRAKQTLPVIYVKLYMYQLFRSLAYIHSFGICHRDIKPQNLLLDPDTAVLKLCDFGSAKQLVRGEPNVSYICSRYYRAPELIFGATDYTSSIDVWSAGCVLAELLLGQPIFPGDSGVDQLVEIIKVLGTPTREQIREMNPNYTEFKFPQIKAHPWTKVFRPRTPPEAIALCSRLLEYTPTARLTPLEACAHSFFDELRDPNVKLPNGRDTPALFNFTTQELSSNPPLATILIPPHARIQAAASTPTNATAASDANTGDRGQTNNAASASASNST
#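 Assay system: GST-fused GSK3beta enzyme, cell-free / Medium: Tris pH 7.5 buffer with MgCl2, DTT, BSA, heparin / Also added: peptide substrate plus 25 µM ATP (final) / Compound: 10 µM single point / Timing: kinase reaction with compound 60 min at room temperature / Detection: ADP-Glo luminescence / Benchmarks: DMSO neutral wells and GW8510 at 20 µM as positive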
# HSF1 inhib: HSF1 inhibitors in luciferase reporter cells, primary screen, cell-based, NIH3T3, luminescence; NIH3T3-HGL HSE-luciferase, MG132-induced, luminescence 8 h; hits give low values; activity change, negative = inhibition, % at 7.5 µM (by protocol); 300,000 compounds, 0.77% hits; AID 2098, 2009;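 active = more than half of replicate wells show activity change below -50%, luminescence cut by over half; inconclusive = some wells, but at most half, below -50%; inactive = no replicate well below -50%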;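 note: luciferase reports HSF-1 transcriptional activity via heat shock element; 0% = median of DMSO wells and -100% = zero luminescence signal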
# IEC-6 tox: cytotoxicity in IEC-6 intestinal epithelial cells, primary screen, cytotoxicity control for KLF5 inhibitor project, cell-based, luminescence. inhibition, % at 5 µM. AID 1825, 2009. 290,000 compounds, 0.78% hits. IEC-6 cytotoxicity, luminescence viability; in the data active = inhibition above about 22%;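 note: 0% = plate median of test compound wells and 100% = cytotoxic reference compound wells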
# HSF1 activator: HSF-1 activators, primary screen, NIH3T3-HGL cells, MG132 stress, luminescence, single point; NIH3T3-HGL HSF-1 luciferase reporter, 8 h; 100% = twice DMSO control signal; activation, % at 9 µM; 300,000 compounds, 1.7% hits; AID 504408, 2011;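 active = mean replicate activation of at least 50% with a set share of replicates each reaching 50%; inconclusive = only one of those two conditions met; inactive = mean below 50% and too few replicates reaching it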;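 note: 0% = median of the neutral control wells and 100% = twice that signal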
# The depositor's hits bear a star; i = inactive; ? = inconclusive; nt = no result given; & = joins results of further samples. These rows are one share of the data (hit frequency here may not be typical).
SMILES,KLF5 inh,GSK3 alpha inh,PolyA inhibitor,aSyn UTR inh,HSP90 inh,AI-2 QS mod,GSK3beta inhib,HSF1 inhib,IEC-6 tox,HSF1 activator
O=C(CCSc1ccc(Cl)cc1)N1CCCCCC1,-73,-1,i,-133,-3,21,-3,75,-4,107*
O=C(CNCCN1CCOCC1)Nc1ccccc1Sc1ccccc1,-7,-2,i,8,3,8,0,-5,-1,-6
CCCn1nc(C(=O)OCC(=O)c2ccccc2)c2ccccc2c1=O,7,-1,i,23,-1,16,3,-3,-7,-1
CCOC(=O)N1CCN(C(=O)c2ccccc2NC(=O)c2ccc(Br)cc2)CC1,11,0,i,-3,-6,14,1,-2,-4,15
COc1cc(OC)c2ccc(=O)oc2c1C(CCN1CCCC1)c1ccc(N(C)C)cc1 (stereo unspecified),nt,0,i,14,nt,-6,0,6,nt,-14
CN(C)c1ccc(CNC(=O)c2cc(S(=O)(=O)N3CCCC3)cn2C)cc1,-15,-2,i,6,-1,-6,1,-4,-7,-1
Cc1ccc(SCC(=O)NNC(=O)c2ccccc2)c(C)c1,-20,0,i,-10,1,20,0,3,0,0
Cc1cccc(N2CCN(c3ccc4cc(S(=O)(=O)N5CCCCC5)ccc4n3)CC2)c1C,-27,-1,i,-14,-10,15,2,-2,-5,-1
C/C=C/C=C\C(=O)Nc1cccc(C2=NOC3(C2)C[C@@H](C(N)=O)N(C(=O)/C(C)=C/C)C3)c1 (stereo partly specified),nt,1,i,-8,nt,0,0,-10,nt,-18
O=S(=O)(Cc1ccccc1)N1CCc2ccccc21,-9,1,i,-18,-1,36,-1,4,-4,17
CCCN(N=Nc1cccc([N+](=O)[O-])c1)c1cccc([N+](=O)[O-])c1,0,-3,i,25,2,33,-3,-1,-2,-9
O=C(CN(C(=O)Cn1nnc(-c2cccs2)n1)c1ccc2c(c1)OCCO2)NCC1CCCO1 (stereo unspecified),-4,-2,i,10,1,-4,1,-13,-3,-2
CCOc1cc(/C=C2/C(=O)ON=C2C)ccc1OCc1ccc(F)cc1,11,-2,i,-6,-1,3,1,22,2,63*
Cc1ccc(N/C=C2\C(=O)N(c3ccc(F)cc3F)C(c3cccnc3)S2(=O)=O)cc1 (stereo unspecified),-11,-2,i,-16,-3,14,2,0,2,0
O=c1n(Cc2ccc(F)cc2)nc2n1-c1ccccc1SC2,-33,0,i,-32,0,17,2,9,-8,22
O=C(Nc1ccc(F)cc1F)c1cc2n(n1)C(C(F)(F)F)C1CCCCC1N2 (stereo unspecified),18,-1,i,-69,4,12,1,6,0,17
CCOC(=O)N1CCC(N2CC34C=CC(O3)C(C(=O)Nc3ccc(F)cc3)C4C2=O)CC1 (stereo unspecified),-19,nt,i,-10,1,-12,1,-4,0,-9
Cc1ccccc1C(=O)OCc1nnc(-c2ccc(Cl)cc2)o1,-20,-7,nt,-29,0,?,0,19,2,37
O=C(c1ccco1)N1CCN(C(c2ccccc2Cl)c2nnnn2CC2CCCO2)CC1 (stereo unspecified),-36,2,i,25,1,18,6,-6,0,19
COc1ccc(OC)c(C(=O)Cn2nnc3ccccc3c2=O)c1,-11,0,nt,18,-2,23,1,-4,5,3
Cc1nnc2c(-c3ccccc3)nc3ccccc3n12,-17,0,i,25,-1,39,-3,0,0,-20
CC(=O)c1sc2ccccc2c1OC(=O)c1ccco1,-28,2,i,-46,3,28,0,-43,-1,-54
COC(=O)N/N=C/c1cc(C)n(-c2ccc(Br)cc2)c1C,-24,0,i,13,1,10,1,-3,-2,9
CCC(C)N(C)C1CCN(C(=S)Nc2cccc(SC)c2)CC1 (stereo unspecified),1,-3,i,3,3,16,2,-17,6,-8
CCOc1ccc2nc(Cl)c(C3CC(c4ccco4)=NN3S(=O)(=O)c3ccccc3)cc2c1 (stereo unspecified),-50,-2,i,-61,-5,23,-1,3,-2,5

# As entered above.
# Value of CCOC(=O)N1CCC(N2CC34C=CC(O3)C(C(=O)Nc3ccc(F)cc3)C4C2=O)CC1 (stereo unspecified) under GSK3beta inhib: 1
# Value of Cc1ccccc1C(=O)OCc1nnc(-c2ccc(Cl)cc2)o1 under aSyn UTR inh: -29

# Molecules above that have a thiophene ring, fused or not, in the order listed:
SMILES,KLF5 inh,GSK3 alpha inh,PolyA inhibitor,aSyn UTR inh,HSP90 inh,AI-2 QS mod,GSK3beta inhib,HSF1 inhib,IEC-6 tox,HSF1 activator
O=C(CN(C(=O)Cn1nnc(-c2cccs2)n1)c1ccc2c(c1)OCCO2)NCC1CCCO1 (stereo unspecified),-4,-2,i,10,1,-4,1,-13,-3,-2
CC(=O)c1sc2ccccc2c1OC(=O)c1ccco1,-28,2,i,-46,3,28,0,-43,-1,-54

# Other compounds:
SMILES,KLF5 inh,GSK3 alpha inh,PolyA inhibitor,aSyn UTR inh,HSP90 inh,AI-2 QS mod,GSK3beta inhib,HSF1 inhib,IEC-6 tox,HSF1 activator
Cc1ccc(OC(=O)c2cccc(C(=O)Oc3ccc(C)cn3)n2)nc1,-11,5,i,-7,-1,2,3,-2,-17,-1
Cc1cc(C)cc(NC(=O)CCN2C(=O)c3ccccc3C2=O)c1,-27,0,i,-8,1,9,1,0,-1,7
S=c1[nH]nc(Cn2c(-c3ccccn3)nc3ccccc32)n1-c1ccc2c(c1)OCCO2,-20,1,i,-75,0,13,-2,6,-3,7
CCOC(=O)c1nnn(-c2nc(N(C)C)nc(N(C)C)n2)c1C,-6,-4,i,6,2,6,4,-4,2,15
CCOC(=O)c1ccccc1NC(=O)CN1CCC(n2nnc3cc(C(F)(F)F)ccc32)CC1,-1,1,i,20,11,10,3,5,7,-10
Cc1ccc(-n2cccn2)c(CN2CCCC(CNC(=O)c3ccc(F)cc3)C2)c1 (stereo unspecified),-8,1,i,1,5,4,-1,0,0,-8
COCCCNC(=O)COc1ccc(S(=O)(=O)NCc2ccccc2)cc1Cl,5,-2,i,16,1,21,3,1,4,-6
CCOc1ccc(-c2noc(CCC(=O)NC)n2)cc1OCC,-1,-1,i,22,1,11,0,7,2,33
Cc1ccc(OCC(=O)Nc2ccc(O)c(-c3nc4ccccc4o3)c2)cc1,3,-3,i,39,-4,7,4,-12,-5,-4
CCOC(=O)c1cc2c(=O)n3ccccc3nc2n(Cc2ccco2)c1=NC(=O)c1ccccc1OCC,-2,-4,i,-8,-1,3,0,0,-4,6
NC(=O)CSc1nc2sc(-c3ccccc3)cc2c(=O)n1N,-13,3,i,-64,5,-30,5,-2,3,29
Cc1cc(C(=O)NNC(=O)/C=C/c2ccc(F)cc2)c(C)o1,-8,-1,i,-5,-1,24,2,-6,2,-3
COCCNC(=O)CS(=O)Cc1nc(-c2ccc(Cl)cc2)oc1C (stereo unspecified),-10,0,i,-8,-1,22,3,-6,-5,-15
CN(C)/C=N/NC(=O)c1ccccc1Cl,-35,-1,i,-6,0,4,2,-8,-3,-12
Cc1cc(-c2ccccc2)nc2[nH]n(-c3ccccc3)c(=O)c12,-38,1,i,0,-3,8,0,2,1,-6
COCCn1c(SCC(=O)N2CCCc3ccccc32)nc2c(c1=O)SC(C)C2 (stereo unspecified),-26,-3,i,7,-4,35,0,0,6,-12
CCN(CC)N=Nc1ccc(S(=O)(=O)N2CCSC2C(=O)O)cc1 (stereo unspecified),18,0,i,-1,2,0,-3,2,4,-13
Cc1ccc(CNC(=O)C2CCN(c3nnc(N4CCCC4=O)s3)CC2)cc1,4,-1,i,-12,0,21,0,3,4,4
Cc1ccccc1NC(=O)CCS(=O)(=O)c1ccc(Br)cc1,-61,-3,i,3,-4,2,1,1,0,2
C=CCSc1nnc(NC(=O)CCNC(=O)c2ccco2)s1,-16,-2,i,-8,-4,40,-2,-8,1,-3
O=C(NCCCCC(NC(=O)c1ccc([N+](=O)[O-])cc1)C(=O)O)c1ccc([N+](=O)[O-])cc1 (stereo unspecified),-33,0,i,26,-1,7,8,-2,-6,-3
O=C(NCc1cccs1)c1cc2c(s1)-c1ccccc1OC2,-27,-1,i,-90,-3,-5,3,35,-6,48
COc1ccc(CNC(=O)C2CCC(=O)N(CCCN3CCCC3=O)C2)c(OC)c1 (stereo unspecified),-54,-1,i,-10,2,25,1,-2,1,-10
COC(=O)c1sc2cnccc2c1N,9,30,i,-5,-2,14,-16,-9,2,-15
COC(=O)c1sc(NC(=O)COc2ccccc2OC)nc1C,7,0,i,-8,-3,27,-1,1,-9,15

# (next part)
SMILES,KLF5 inh,GSK3 alpha inh,PolyA inhibitor,aSyn UTR inh,HSP90 inh,AI-2 QS mod,GSK3beta inhib,HSF1 inhib,IEC-6 tox,HSF1 activator
O=C(CCc1nnc(-c2ccc(-c3ccccc3)cc2)o1)N1CCCCC1,-74,-1,i,11,0,6,-1,12,-6,12
CCC(=O)c1cc2c(cc1NC(=O)c1cccs1)OCCO2,-44,-3,i,-51,0,23,2,-4,-7,-6
C=CCn1c(P(C)(=O)O)nc2ccccc21,7&-23,-1&-1,i,-1&10,3&-3,7&20,4&3,0&1,0&1,-1&-7
COC(=O)c1ccc(OC)c(CSc2nnc(COc3ccc(Cl)cc3)o2)c1,-8,-3,i,6,5,29,-1,5,5,-3
CC(C)c1ccc(N(C)C(=O)Cc2c(C(=O)O)n(C)c3ccccc23)cc1,-18,-3,i,10,-4,16,4,9,-6,46
O=C(c1ccccc1)C1Oc2ccccc2C2CC(c3cccs3)=NN12 (stereo unspecified),-7,0,i,-52,1,12,1,4,-2,27
